K1F lysis inhibition = inhibition of K1F phage lysis, E. coli UTI89, bacterial capsule biogenesis inhibitors, alamar blue (AID 488966) | E. coli UTI89 K1F phage lysis, alamar blue, 2 h; higher % means a stronger effect | inhibition, % at 100 µM; hits with a dose series show IC50 in µM | 0.02% of 340,000 active;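 active = phage lysis inhibition, versus mean bacterial control, above a set limit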;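 also: capsule biogenesis inhibitors block K1F phage lysis so surviving cells raise fluorescence; higher fluorescence means more inhibition of phage lysis; actives were called in the ten point dose series up to 300 µM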
Yfh1-depleted yeast = mitochondrial function rescue without frataxin homolog – Friedreich's ataxia, plus single-dose screen, dose response (AID 1465); S. cerevisiae Yfh1-off respiration, WST-1 reduction, 72 h; higher fold induction means a stronger effect; fold induction at 50 µM; hits with a dose series show EC50 in µM; 0.074% of 220,000 active;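 active = fold induction of absorbance versus untreated yeast above a set limit, then at least 30% activation at any dose in follow-up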;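 also: activators that raise dye reduction in frataxin-depleted yeast; strong numbers were not always called active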
RSV CPE inhibition = inhibition of RSV-induced cytopathic effect – HEp-2 cells, primary 10 µM value included (AID 2391); CPE inhibition, % at 10 µM; hits with a dose series show IC50 in µM; 0.13% of 310,000 active; HEp-2 cells, RSV-induced CPE inhibition; higher % means a stronger effect; in the data active = a potency from the dose series; also: strong numbers were not always called active
Dengue-2 NS5 capping = flavivirus cap methylation enzyme inhibition – biochemical, confirmation dose response, primary screen (AID 588689). Dengue-2 NS5 methyltransferase capping enzyme assay, biochemical; higher % means a stronger effect. 0.3% of 340,000 active. inhibition, % at 25 µM, or IC50 in µM where a hit was titrated; in the data active = a potency from the dose series
Large T inhibition = SV40 large T antigen inhibitors, biochemical (AID 1903). 0.39% of 310,000 active. inhibition, % at 20 µM, or IC50 in µM where a hit was titrated. SV40 large T antigen ATPase/helicase inhibition assay; higher % means a stronger effect; in the data active = a potency from the dose series; also: strong numbers were not always called active
West Nile virus CPE = West Nile virus antiviral activity, cell-based, CPE readout (AID 1621); West Nile virus-infected cells, CPE inhibition; higher % means a stronger effect; CPE inhibition, % at 10 µM, or IC50 in µM where a hit was titrated; 0.02% of 290,000 active; in the data active = a potency from the dose series; also: strong numbers were not always called active
WT yeast gro inh = growth inhibition of WT yeast, mitochondrial fusion screen | mitochondrial fusion phenotypic screen, WT strain | inhibition, % at 10 µM | 2.1% of 190,000 active | AID 1362; in the data active = inhibition above about 58%; tested in S. cerevisiae
XIAP displacement = XIAP antagonists, biochemical, IAP family, fluorescence polarization (AID 1018); 0.007% of 200,000 active; XIAP BIR domain, fluorescence polarization peptide displacement; higher % means a stronger effect; one-dose displacement, % at 20 µM; IC50 in µM for titrated hits; in the data active = displacement above about 50%; also: a part of the inactive calls stands beside numbers as strong as those of hits
ER stress rescue = protection against thapsigargin-triggered cell killing – 384-well, CSM14.1, ATP luminescence, primary screen (AID 1222); CSM14.1 thapsigargin-induced death rescue, ATP luminescence; higher % means a stronger effect; one-dose cellular ATP content (survival), % at 20 µM; EC50 in µM for titrated hits; 190,000 tested, under 10 active;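 active = EC50 below 50 µM in the dose-response confirmation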;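 also: death triggered by thapsigargin at about 15 µM added after 2 h compound pretreatment; cell ATP read after overnight thapsigargin exposure of roughly 18 to 22 hours; normalized against plate controls of thapsigargin alone and 5% DMSO vehicle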
WT yeast gro inh mutant strain = also measured in WT yeast gro inh; calls as there; inhibition, %; mitochondrial fusion phenotypic screen, mutant strain inhibition
Dengue-2 NS5 capping pilot replicate = also measured in Dengue-2 NS5 capping; calls as there; inhibition, %; measured here: pilot screen replicate inhibition
An asterisk follows results filed as active; i = inactive; x = no result given; [ ] = remark or other dose.

SMILES	K1F lysis inhibition	Yfh1-depleted yeast	RSV CPE inhibition	Dengue-2 NS5 capping	Large T inhibition	West Nile virus CPE	WT yeast gro inh	WT yeast gro inh mutant strain	XIAP displacement	ER stress rescue	others
Cc1nnc(NC(=O)c2ccc(Br)o2)s1	0.3%	x	1.6%	-7%	6%	-0.1%	x	x	x	x
O=C(c1cccs1)N1CCc2ccccc21	-0.7%	i	0.8%	-1%	1%	-0.5%	10	6	-0.9%	x
O=C(NCCCn1ccnc1)/C(=C/c1ccc(Cl)cc1)NC(=O)c1ccccc1	0.7%	x	0.4%	1%	6%	-0.5%	x	x	x	x
COc1ccc(C(=O)CCc2ccccc2O)c(OC)c1	0.2%	x	50%	-8%	8%	-1.0%	x	x	x	x
O=C(Nc1c(F)cc(F)cc1Br)c1cc2nc(C(F)F)cc(C(F)F)n2n1	9.8%	i	1.9%	0%	12%	0.4%	10	29	-3.8%	-1.5%
O=C(c1ccc2c(c1)C(=O)N(c1ccc(Cl)cc1)C2=O)N1CCN(c2ccccn2)CC1	-0.4%	i	x	-1%	x	0.1%	x	x	x	x
OCCC1CN(Cc2ccc(-c3ccco3)cc2)CCN1Cc1ccsc1 (stereo unspecified)	0.3%	i	0.2%	-8%	11%	-1.1%	-12	-16	-2.9%	-0.4%
Clc1ncnc2scc(C3COc4ccccc4O3)c12 (stereo unspecified)	-0.2%	i	3.8%	-7%	5%	-0.5%	-20	-21	2.6%	2.9%
Cc1cc(/C=C2/SC(=O)N(CC(=O)OC(C)C)C2=O)c(C)n1C	-0.1%	i	0.2%	-2%	3%	-0.5%	-6	-2	-2.8%	0.5%
CC(C)(C)NC(=O)NC(=O)CN1CCN(Cc2ccccc2)CC1	0.0%	i	0.7%	-2%	3%	-0.7%	-9	14	-5.1%	-1.9%
CCN1CCN(C(=S)Nc2cc(C(=O)OC)ccc2C(=O)OC)CC1	0.3%	i	-1.6%	-12%	1%	-0.2%	20	13	37%	-2.1%
COc1ccc(NS(=O)(=O)c2cccc(C(=O)N/N=C(\C)c3ccncc3)c2)cc1	1.9%[50 µM]	i	2.6%	0%	7%	-0.2%	-6	-2	-5.6%	-1.0%
COc1cccc(C(=O)N2CCC(N3CC(C)OC(C)C3)CC2)c1 (stereo unspecified)	2.3%	i	1.2%	-2%	-24%	-0.5%	-3	9	-5.2%	20%
CCCSc1cc(Cl)nc(N)n1	-0.3%[50 µM]	i	3.3%	-8%	-3%	-0.4%	x	x	x	x
Fc1ccc(-c2cnn3c(-c4ccncc4)ccnc23)cc1	0.1%	i	12%	-4%	22%	-0.9%	-4	-14	-12%	x
CN1CCN(NC(=O)Nc2ccc(Br)cc2)CC1	0.4%	x	0.9%	1%	1%	-0.5%	x	x	x	x
CN1C(=O)[C@H]2[C@@H](C3CC3)N3C(=O)CN(Cc4ccccn4)C(=O)[C@@]3(Cc3ccccc3)[C@H]2C1=O	1.4%	x	2.0%	-5%	8%	-1.0%	x	x	x	x
O=C(Nc1ccc2ncccc2c1)c1ccccc1Cl	0.1%	i	0.6%	1%	11%	-0.2%	-16	2	-1.1%	-1.8%
Cn1c(=O)c2c(nc(CN3CCN(c4ccccc4)CC3)n2CCc2ccccc2)n(C)c1=O	-0.3%	i	3.0%	x	x	0.1%	x	x	x	x
CCOC(=O)Cn1c(SC)nc2sc3c(c2c1=O)CC(C)(C)OC3	2.8%	i	-0.9%	0%	-9%	-0.7%	4	10	-3.1%	1.0%
CCN(CC)CCSc1nc(O)c(-c2ccccc2)c(=O)n1-c1ccccc1	0.4%	i	0.0%	-7%	-1%	0.1%	-1	-10	0.0%	-0.8%
CCc1nnc(NC(=O)CSc2nc3c(cc2C#N)CCC3)s1	4.0%	i	10%	2%	-1%	0.4%	-7	-8	-4.1%	-1.9%
CCOc1ccccc1C(=O)Nc1cc(C(=O)NCCc2ccccc2)ccc1Cl	-2.0%	i	2.0%	-3%	2%	-0.8%	0	5	-1.4%	-0.8%
Cc1ccc(NC(=O)CS(=O)CC(=O)NCCCN(C)c2ccccc2)cc1 (stereo unspecified)	1.4%	i	0.2%	-3%	11%	0.5%	2	10	-2.1%	0.9%
O=c1oc2ccc3ccccc3c2c2c1SC(C(F)(F)F)C2 (stereo unspecified)	0.6%	i	1.5%	-3%	24%	-0.1%	14	29	-1.8%	1.8%

Molecules shown so far with fluorine:
SMILES	K1F lysis inhibition	Yfh1-depleted yeast	RSV CPE inhibition	Dengue-2 NS5 capping	Large T inhibition	West Nile virus CPE	WT yeast gro inh	WT yeast gro inh mutant strain	XIAP displacement	ER stress rescue	others
O=C(Nc1c(F)cc(F)cc1Br)c1cc2nc(C(F)F)cc(C(F)F)n2n1	9.8%	i	1.9%	0%	12%	0.4%	10	29	-3.8%	-1.5%
Fc1ccc(-c2cnn3c(-c4ccncc4)ccnc23)cc1	0.1%	i	12%	-4%	22%	-0.9%	-4	-14	-12%	x
O=c1oc2ccc3ccccc3c2c2c1SC(C(F)(F)F)C2 (stereo unspecified)	0.6%	i	1.5%	-3%	24%	-0.1%	14	29	-1.8%	1.8%

The listing picks up with the 3 entries that preceded the break.
SMILES	K1F lysis inhibition	Yfh1-depleted yeast	RSV CPE inhibition	Dengue-2 NS5 capping	Large T inhibition	West Nile virus CPE	WT yeast gro inh	WT yeast gro inh mutant strain	XIAP displacement	ER stress rescue	others
CCOc1ccccc1C(=O)Nc1cc(C(=O)NCCc2ccccc2)ccc1Cl	-2.0%	i	2.0%	-3%	2%	-0.8%	0	5	-1.4%	-0.8%
Cc1ccc(NC(=O)CS(=O)CC(=O)NCCCN(C)c2ccccc2)cc1 (stereo unspecified)	1.4%	i	0.2%	-3%	11%	0.5%	2	10	-2.1%	0.9%
O=c1oc2ccc3ccccc3c2c2c1SC(C(F)(F)F)C2 (stereo unspecified)	0.6%	i	1.5%	-3%	24%	-0.1%	14	29	-1.8%	1.8%
Cc1c(NC(=O)CSC2=C(C#N)C(c3ccccc3F)CC(=O)N2)c(=O)n(-c2ccccc2)n1C (stereo unspecified)	1.0%	i	-0.2%	-4%	4%	1.1%	-21	1	-1.4%	0.5%
CC(=O)NC1=NN(C(C)=O)C(C)(c2cccnc2)S1 (stereo unspecified)	0.3%	i	5.9%	-1%	13%	0.4%	-2	2	-4.0%	-0.8%
Cc1nnc(SCc2cc([N+](=O)[O-])cc3c2OCOC3)n(N)c1=O	0.3%	i	-0.6%	-9%	5%	0.0%	-9	-18	-2.9%	-0.9%
O=C(COC(=O)c1ccc(S(=O)(=O)Nc2ccccc2)cc1)NCCN1C(=O)CSC1=O	0.1%	i	0.6%	-8%	-1%	0.2%	10	14	-1.5%	-2.7%
Cc1ccc2nc(-c3ccccc3)c(NC(=O)c3ccco3)n2c1	0.6%	i	1.6%	1%	10%	0.1%	-14	1	-1.1%	-0.7%
O=S(=O)(Cc1ccccc1)N1CCC(N2CCN(c3ccccc3)CC2)CC1	4.7%	i	-0.8%	-5%	-1%	-1.3%	4	3	-2.4%	-0.7%
CCOC(=O)NC(=O)/C(C#N)=N/Nc1ccc(F)cc1	0.4%	i	2.2%	-6%	15%	0.6%	-14	-25	-9.2%	-0.7%
CC(CCOC1=NS(=O)(=O)c2ccccc21)NC(=O)C(=O)Nc1ccccc1 (stereo unspecified)	-0.1%	i	0.4%	5%	x	-0.4%	x	x	x	x
Nc1nnc(SCC(=O)Nc2cc(C(F)(F)F)ccc2N2CCOCC2)s1	0.7%	i	0.7%	5%	4%	-1.0%	-16	-9	-7.1%	-3.0%
COc1ccc(S(=O)(=O)N2CCCCC2)cc1NC(=O)CCc1nc2ccccc2c(=O)[nH]1	0.8%[50 µM]	x	-0.1%	6%	0%	x	x	x	x	x
Cc1ccc(NC(=O)Cn2ccnc2)cc1C	0.1%	x	0.7%	-2%	5%	-0.6%	x	x	x	x
COc1ccc(OC)c(-n2c(-c3cccc(S(=O)(=O)N(C)C)c3)n[nH]c2=S)c1	0.9%	i	1.2%	-1%	9%	0.8%	-16	16	-5.9%	-1.4%
COc1cccc(OCCCN2CCCCC2)c1	6.7%	i	-1.0%	-2%	14%	-0.5%	16	15	-2.1%	-0.6%
COc1ccc(-c2nnn(CC(=O)N(C3CCCC3)C(C)C(=O)NC3CCCC3)n2)cc1OC (stereo unspecified)	-0.9%	i	1.9%	4%	-1%	-0.6%	-7	-18	-2.1%	1.4%	Dengue-2 NS5 capping pilot replicate=0.3
NC(=O)C1CC(=O)N(c2ccc(OCc3ccc(F)cc3)cc2)C1 (stereo unspecified)	0.3%	x	0.1%	-6%	11%	-0.3%	x	x	x	x
Cc1cc(C)n2nc(SCC(=O)N(C)c3c(N)n(Cc4ccccc4)c(=O)[nH]c3=O)nc2n1	0.5%	i	2.6%	-8%	14%	0.4%	-5	-13	-6.6%	-1.5%
COC(=O)CC1C(=O)NCCN1C(=O)NC1CCCCC1 (stereo unspecified)	3.3%	i	1.2%	-6%	3%	-0.1%	-1	2	-5.2%	-2.0%
N#CC(c1nc2ccccc2nc1OCCO)S(=O)(=O)c1ccccc1 (stereo unspecified)	-0.1%	i	3.6%	-1%	13%	0.4%	x	x	x	x
CC(C)c1ccc2oc(=O)cc(CN3CCOCC3)c2c1	0.2%	x	0.0%	-1%	1%	0.3%	x	x	x	x
Oc1ccc(Nc2nc(Cl)nc(NCc3ccco3)n2)cc1	0.1%	i	4.6%	1%	11µM*	-0.7%	-7	-31	-7.8%	-2.7%
COC(=O)c1ccc(CNC(=O)COC(=O)Cc2ccsc2)cc1	-0.2%	i	1.3%	x	5%	0.1%	0	-2	-3.0%	-1.9%
S=c1[nH]nc(-c2ccc(Cl)cc2Cl)n1-c1ccc(Cl)cc1	-1.1%	x	4.7%	-2%	7%	0.9%	x	x	x	x
CCCS(=O)(=O)N1CCCC(C(=O)NCc2ccc(C)cc2)C1 (stereo unspecified)	0.2%	i	0.5%	-3%	2%	-0.2%	-7	-7	-2.8%	-0.9%
CC(C)Oc1cc(NC(=O)CS(=O)(=O)CC(=O)N(C)C)c(Cl)cc1Cl	3.6%	i	1.2%	0%	20%	-0.7%	-12	-1	-4.5%	0.9%
O=C(NNC1CC(=O)N(c2ccc(Br)cc2)C1=O)c1ccco1 (stereo unspecified)	0.4%	i	-0.3%	0%	8%	0.2%	3	18	-13%	-1.2%
COc1cc(/C=N/NC(=O)CCc2n[nH]c(=O)[nH]c2=O)ccc1O	1.9%[50 µM]	i	0.7%	2%	29%	0.3%	16	9	-27%	-2.7%
COc1ccc(CCC(=O)NCCc2nc3ccccc3[nH]2)cc1	0.0%	i	-1.0%	-1%	-2%	0.4%	-8	3	3.2%	-0.3%
CCN(CC)CCCN(Cc1cc2ccc(C)c(C)c2[nH]c1=O)C(=O)NC1CCCCC1	1.1%	i	-1.1%	-3%	4%	0.4%	15	-4	-1.5%	-0.5%
COC(=O)C(Cc1ccc(O)cc1)NC(=O)CCc1ccco1 (stereo unspecified)	0.2%	x	0.6%	0%	13%	-0.3%	x	x	x	x
O=C(NCCc1ccccn1)C1CCCN(S(=O)(=O)Cc2ccccc2)C1 (stereo unspecified)	1.0%	i	-0.1%	-2%	14%	-0.1%	5	-2	-3.6%	-1.0%

Assay outcomes (PubChem BioAssay)

No enrichment for hits; 2.2% or so of the library scored in one or more.
